HSP90 refold inh: HSP90 inhibitors, primary screen, cell lysate, luminescence. Heat shock protein HSP 90 (rabbit reticulocyte lysate; luciferase refolding). Rabbit reticulocyte lysate, luciferase refolding luminescence, 3 h. inhibition, % at 5.6 µM. hit rate 0.91% among 290,000;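 active = inhibition above the screen-wide mean plus 3 SD, computed separately per campaign, cut at about 16% in these data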;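 also: 0% = DMSO wells and 100% = 60 µM geldanamycin wells; inhibitors lower the luminescence because luciferase stays unfolded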
AI-2 QS mod: Vibrio harveyi AI-2 quorum sensing modulators, primary screen, JMH597 strain, luminescence/OD600 ratio; Vibrio harveyi JMH597 AI-2 luminescence/OD600 ratio, 9 h; stronger effect = lower value; strain lacks LuxN and CqsS sensors; 0 = neutral-control median; activity change, % at 7.5 µM; hit rate 0.4% among 300,000; AID 2094, 2009; in the data active = activity change below about -75%, passing the limit was not always enough;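 also: luminescence divided by OD600 gain over 9 h not by final OD600 alone; inactives centre near 13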
HSF1 inhib: HSF1 inhibitors in luciferase reporter cells, primary screen, cell-based, NIH3T3, luminescence; AID 2098, 2009; hit rate 0.77% among 300,000; activity change, negative = inhibition, % at 7.5 µM (by protocol); NIH3T3-HGL HSE-luciferase, MG132-induced, luminescence 8 h; stronger effect = lower value;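 active = more than half of replicate wells show activity change below -50%, luminescence cut by over half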;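 also: luciferase reports HSF-1 transcriptional activity via heat shock element; 0% = median of DMSO wells and -100% = zero luminescence signal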
DYRK1A inh: rat Dyrk1A kinase inhibitors, primary screen, biochemical, single point, plate reader; Dual specificity tyrosine-phosphorylation-regulated kinase 1A (Rattus norvegicus), Q63470; ADP-Glo luminescence, NFATc1 peptide; inhibition, % at 12.5 µM; hit rate 0.43% among 310,000; AID 504441, 2011; in the data active = inhibition above about 50%;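 also: plate controls were vehicle with enzyme for no effect and no enzyme for full effect; many of its hits are not listed in these tables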
GSK3 alpha inh: blockers of GSK3A enzyme activity – biochemical, luminescence, cell-free homogeneous, HTS, primary screen | Glycogen synthase kinase-3 alpha (Homo sapiens), P49840 | GSK-3 alpha kinase, ADP-Glo luminescence, 60 min | inhibition, % at 10 µM | hit rate 0.1% among 320,000;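 in the data active = inhibition above about 50%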;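 also: GST-tagged GSK-3 alpha with peptide substrate and 25 µM ATP; 0% = DMSO neutral wells and 100% = GW8510 positive control wells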
Target sequence (P49840 whole entry, looked up): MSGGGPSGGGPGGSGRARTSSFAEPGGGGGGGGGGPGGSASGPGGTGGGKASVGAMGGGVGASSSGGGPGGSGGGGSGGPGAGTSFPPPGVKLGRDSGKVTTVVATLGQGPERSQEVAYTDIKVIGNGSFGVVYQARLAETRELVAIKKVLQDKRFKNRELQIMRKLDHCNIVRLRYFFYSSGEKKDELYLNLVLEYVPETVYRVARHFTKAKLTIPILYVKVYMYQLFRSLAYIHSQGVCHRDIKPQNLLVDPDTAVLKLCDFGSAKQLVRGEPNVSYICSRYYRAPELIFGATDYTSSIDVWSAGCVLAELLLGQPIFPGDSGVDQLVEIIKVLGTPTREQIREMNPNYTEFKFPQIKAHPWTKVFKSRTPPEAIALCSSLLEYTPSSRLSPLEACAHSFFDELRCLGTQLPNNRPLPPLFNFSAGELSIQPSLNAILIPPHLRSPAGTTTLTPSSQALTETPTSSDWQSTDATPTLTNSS
PolyA inhibitor: polyadenylation inhibitors in yeast reporter cells, primary screen, luminescence, S. cerevisiae | S. cerevisiae SKY197-pL101 polyadenylation reporter, beta-gal luminescence; efflux-impaired pdr1/pdr3 knockout yeast; score 100 = 6 SD above DMSO | calls only at 12 µM | hit rate 0.02% among 300,000;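 active = lowest replicate activity score at least 50, where 100 means six control SD above control mean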;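 also: yeast exposed to compound for 9 h at 30 °C; higher score means more reporter readthrough which indicates perturbed polyadenylation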
HSF-1 act: HSF-1 activators, primary screen, NIH3T3-HGL cells, MG132 stress, luminescence, single point. AID 504408, 2011. hit rate 1.7% among 300,000. activation, % at 9 µM. NIH3T3-HGL HSF-1 luciferase reporter, 8 h; 100% = twice DMSO control signal;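 active = mean replicate activation of at least 50% with a set share of replicates each reaching 50%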;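 also: 0% = median of the neutral control wells and 100% = twice that signal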
GSK3beta inhib: human GSK3beta kinase inhibitors, primary screen, biochemical, cell-free homogeneous, HTS; hit rate 0.038% among 300,000; AID 2097, 2009; Glycogen synthase kinase-3 beta (Homo sapiens), P49841; GST-GSK3beta kinase, ADP-Glo luminescence, 60 min; stronger effect = lower value; activity score (negative = inhibition), % at 10 µM;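 active = more than half of replicate wells score below -50%, meaning over 50% inhibition versus plate controls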;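 also: 0% = median DMSO wells and -100% = median GW8510 positive control wells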
Target sequence (P49841 whole entry, looked up): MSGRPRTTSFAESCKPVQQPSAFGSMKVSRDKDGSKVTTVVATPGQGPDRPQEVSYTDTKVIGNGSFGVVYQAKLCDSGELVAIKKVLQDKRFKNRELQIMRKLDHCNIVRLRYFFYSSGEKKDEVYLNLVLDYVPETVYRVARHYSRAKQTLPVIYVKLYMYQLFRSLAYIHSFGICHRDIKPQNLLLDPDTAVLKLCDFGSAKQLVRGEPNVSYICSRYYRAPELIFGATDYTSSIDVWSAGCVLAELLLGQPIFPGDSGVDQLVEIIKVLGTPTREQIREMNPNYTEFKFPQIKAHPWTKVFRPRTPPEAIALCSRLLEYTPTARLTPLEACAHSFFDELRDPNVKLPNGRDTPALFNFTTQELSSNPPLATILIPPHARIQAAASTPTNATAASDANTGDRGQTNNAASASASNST
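Assay system: GST-fused GSK3beta enzyme, cell-free / Medium: Tris pH 7.5 buffer with MgCl2, DTT, BSA, heparin / Also added: peptide substrate plus 25 µM ATP (final) / Compound: 10 µM single point / Timing: kinase reaction with compound 60 min at room temperature / Detection: ADP-Glo luminescence / Benchmarks: DMSO neutral wells and GW8510 at 20 µM as positive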
HDAC3 inh: HDAC3 deacetylase inhibitors, primary screen, biochemical, fluorescence, cell-free homogeneous; Histone deacetylase 3 (Homo sapiens), O15379; recombinant HDAC3, fluorogenic peptide/trypsin coupled; inhibition, % at 8.3 µM; hit rate 0.15% among 320,000; AID 2718, 2010; in the data active = inhibition above about 26%, passing the limit was not always enough
Platelet DG rel: inhibitors of platelet dense granule secretion, primary screen, cell-based, MLPCN, human platelets | human platelet-rich plasma, SFLLRN dense granule ATP release, luminescence | inhibition, %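 (compounds screened at 7.5 µM in platelet-rich plasma)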 | hit rate 0.22% among 300,000;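 active = mean replicate score, as percent of positive control, at or above 50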
Starred values were filed as active, the others as inactive; i = inactive; . = no result given. This is a subset; count on the stated rates, not on these rows.

SMILES	HSP90 refold inh	AI-2 QS mod	HSF1 inhib	DYRK1A inh	GSK3 alpha inh	PolyA inhibitor	HSF-1 act	GSK3beta inhib	HDAC3 inh	Platelet DG rel
Cc1ccc(-n2c(=O)[nH]cc(C(=O)N3CCc4ccccc43)c2=O)cc1C	-4.1	1.1	2.3	0.7	-3.3	i	6.0	0.1	-8.4	-18.6
Cc1ccccc1N(CC(=O)NCc1ccco1)C(=O)CCC(=O)Nc1nccs1	2.0	16.9	-5.1	1.6	1.6	i	13.1	-3.1	0.1	-2.4
CC(C)(C)c1ccc(C(=O)NCCOc2ccccc2F)cc1	62.9*	-13.9	-70.8*	8.6	-2.2	i	-74.0	6.1	9.2	4.5
O=C(Cc1ccccc1)Nc1c[nH]c(=O)[nH]c1=O	-0.1	31.0	-1.7	-10.6	3.5	i	-2.4	3.8	0.6	0.5
CCN(c1ccccc1)S(=O)(=O)c1cc(NC(=O)COC(=O)C2CC2)ccc1Cl	-0.1	34.1	-5.1	-0.4	-2.3	i	9.9	-1.5	7.3	-0.1
CCOP(=O)(OCC)C(Nc1cccc(C(F)(F)F)c1)c1ccc(F)cc1 (centres undefined)	-1.1	2.9	8.1	1.4	1.4	i	-13.2	2.7	12.2	7.8
O=C(O)CCC(=O)Nc1ccc(F)cc1	3.2	16.4	0.5	4.9	-0.9	i	-0.7	5.8	-1.3	3.5
CNC(=O)C12N=CNN=C1N(C)C(=O)N2C (centres undefined)	1.2	0.0	-0.2	3.2	-0.4	i	-10.9	-0.8	3.2	9.6
Cc1c(NC(=O)C(c2ccccc2)c2ccccc2)cccc1C(=O)O	1.5	32.6	-1.0	10.8	-1.8	i	13.1	2.1	.	4.8
Cc1nc(C(C)N(C)Cc2nc(Cc3ccccc3F)no2)c(C)s1 (centres undefined)	2.9	13.8	-9.3	5.4	0.1	i	-4.6	-0.1	-7.8	6.0
COc1ccc(C2NC(=O)c3sc4nc(C)c(C(C)=O)c(-c5ccc(Cl)cc5)c4c3N2)cc1 (centres undefined)	1.2	10.2	.	1.5	-0.1	i	.	1.1	-2.6	-1.7
COc1ccc(OC)c(C2C3=C(CC(C)(C)CC3=O)Nc3nnnn32)c1 (centres undefined)	-8.8	1.4	2.9	-0.5	-1.9	i	27.0	-2.5	-3.6	0.3
O=C(NCCc1ccccc1F)C1CCC(=O)N(CCCN2CCCC2=O)C1 (centres undefined)	4.6	-2.7	3.4	-2.5	-0.8	i	1.7	4.4	-3.2	-1.2
CC(C)(C)c1cc[n+](-c2nc([O-])sc2C=O)cc1	1.8	7.5	-7.8	3.9	-2.4	i	3.0	-1.6	2.0	-3.4
Cc1ccc(C(=O)C2=C(O)C(=O)N(c3ncccn3)C2c2ccc(Cl)cc2)o1 (centres undefined)	0.3	11.1	-2.6	3.8	-0.9	i	1.6	-0.8	9.6	0.7
CCCC(=O)Nc1ccc(Br)cn1	-0.7	14.9	-4.2	-2.0	1.2	i	-4.9	-3.0	-11.5	-20.2
O=C(NCc1ccccc1)C1(C(F)(F)F)C/C(=C/CCO)CCCO1 (centres undefined)	.	7.7	-5.6	-4.2	-0.7	i	-6.4	1.2	-5.0	1.5
CCOc1ccc(-c2cc(N)n(S(=O)(=O)c3cccc4nsnc34)n2)cc1	-3.6	-26.8	-4.8	-2.2	-2.1	i	2.9	1.1	-7.0	-10.3
COc1ccc(NC(=O)N(C2CCCCC2)C(C)c2ccco2)c(OC)c1 (centres undefined)	-1.4	21.6	1.2	9.2	-1.0	i	28.2	0.8	-7.5	0.4
c1cncc(C(c2nnnn2C2CCCC2)N2CCN(Cc3ccc4c(c3)OCO4)CC2)c1 (centres undefined)	0.5	8.9	2.4	-2.4	1.0	i	4.3	-3.1	-3.0	6.3
O=c1[nH]c(S)c(/C=C2\C=Nc3ccccc32)s1	2.9	44.5	-0.1	.	0.4	i	16.3	-1.6	-0.5	-0.1
Cc1ccc(NC(=O)CSC(C)C(=O)OCC(=O)N2CCN(C(=O)c3ccco3)CC2)cc1 (centres undefined)	.	17.9	-2.7	-10.1	-0.3	i	-15.2	2.7	7.5	1.9
COc1ccc(CNC(=O)C2CC(C)=C(C)CC2C(=O)O)cc1OC (centres undefined)	-3.9	21.8	-5.2	-6.7	-2.9	i	0.7	-13.8	10.6	-5.7
O=C(CCNC(=O)c1ccco1)Nc1ccc(OC(F)F)c(Cl)c1	5.6	.	12.4	-3.8	-1.2	i	7.1	.	2.3	3.6
O=C(Cn1cccc1C(=O)c1ccccc1)NCCCN1CCc2ccccc2C1	-0.4	8.6	1.8	-5.7	-1.1	i	-3.0	-2.2	0.4	-3.7

An excerpt from above in order of count of non-hydrogen atoms, low to high.
SMILES	HSP90 refold inh	AI-2 QS mod	HSF1 inhib	DYRK1A inh	GSK3 alpha inh	PolyA inhibitor	HSF-1 act	GSK3beta inhib	HDAC3 inh	Platelet DG rel
O=c1[nH]c(S)c(/C=C2\C=Nc3ccccc32)s1	2.9	44.5	-0.1	.	0.4	i	16.3	-1.6	-0.5	-0.1
O=C(CCNC(=O)c1ccco1)Nc1ccc(OC(F)F)c(Cl)c1	5.6	.	12.4	-3.8	-1.2	i	7.1	.	2.3	3.6
COc1ccc(CNC(=O)C2CC(C)=C(C)CC2C(=O)O)cc1OC (centres undefined)	-3.9	21.8	-5.2	-6.7	-2.9	i	0.7	-13.8	10.6	-5.7
CCOc1ccc(-c2cc(N)n(S(=O)(=O)c3cccc4nsnc34)n2)cc1	-3.6	-26.8	-4.8	-2.2	-2.1	i	2.9	1.1	-7.0	-10.3
O=C(Cn1cccc1C(=O)c1ccccc1)NCCCN1CCc2ccccc2C1	-0.4	8.6	1.8	-5.7	-1.1	i	-3.0	-2.2	0.4	-3.7
c1cncc(C(c2nnnn2C2CCCC2)N2CCN(Cc3ccc4c(c3)OCO4)CC2)c1 (centres undefined)	0.5	8.9	2.4	-2.4	1.0	i	4.3	-3.1	-3.0	6.3

Remaining list, next part:
SMILES	HSP90 refold inh	AI-2 QS mod	HSF1 inhib	DYRK1A inh	GSK3 alpha inh	PolyA inhibitor	HSF-1 act	GSK3beta inhib	HDAC3 inh	Platelet DG rel
CC(NC(=O)C(=O)c1cn(CC(=O)N2CCOCC2)c2ccccc12)c1ccccc1 (centres undefined)	-2.8	4.0	-2.8	-7.0	-0.5	i	-3.5	2.8	-2.3	16.2
Cc1ccc(NC(=O)Cc2nnc(SCC(=O)NC3=NCCS3)n2C)cc1	2.9	40.8	0.2	-4.7	-0.7	i	-2.2	0.5	1.2	-2.9
CC(NC(=O)CN(c1ccccc1F)S(C)(=O)=O)c1ccccc1 (centres undefined)	0.9	13.5	-5.7	-3.9	-2.4	i	3.7	-1.4	1.2	0.5
N/C(COc1ncn(-c2ccccc2)n1)=N\S(=O)(=O)c1ccc(Cl)cc1Cl	-2.9	4.3	-10.5	20.1	9.1	i	4.9	-2.6	-1.9	1.4
CC1CCCCN1C(=O)CSc1nc(C2CC2)nc2ccccc12 (centres undefined)	-5.2	25.5	2.3	6.5	0.3	i	-15.9	-0.3	2.6	-2.5
Cc1ccc(C)c(NC(=O)C(NCC(C)(C)N2CCOCC2)c2ccccc2)c1 (centres undefined)	1.0	3.2	-0.5	-4.2	-2.7	i	10.4	1.1	0.0	11.1
CN1CCN(NC(=O)COc2cccc(C(F)(F)F)c2)CC1	-6.3	3.6	-5.1	0.9	-1.6	i	-2.4	-0.5	1.3	-5.4
CCOc1ccccc1N=c1oc2cc(O)ccc2cc1C(=O)NCC1CCCO1 (centres undefined)	2.0	.	5.0	5.7	1.5	i	0.5	.	-30.6	19.6
COc1ccc(O)c(C=Nc2cc(C)on2)c1	-1.1	10.0	-2.3	-3.3	0.1	i	0.7	-3.5	-3.6	-11.6
CCC(C)(C)NC(=O)C(OC(=O)c1ccco1)c1ccccc1OC (centres undefined)	0.9	8.7	0.4	-2.8	-1.5	i	-0.8	-0.2	7.6	0.6
Cc1ccc(NC(=O)CCc2nnc3ccc(NCc4ccco4)nn23)cc1F	4.6	1.2	-1.7	0.9	-0.2	i	-9.6	-1.0	3.5	-4.2
O=C(Oc1ccc2ccc(=O)oc2c1)C1CCCCC1	1.0	11.2	-8.6	3.0	1.1	i	-8.8	2.5	-7.5	9.4
Cc1ccc(NC(=O)CCn2c(=O)oc3ccccc32)cc1	-1.0	8.1	0.3	3.3	-1.0	.	15.1	0.6	-2.2	1.8
COc1ccccc1NC(=S)N(Cc1ccc(C)cc1)Cc1cccnc1	5.1	11.5	23.7	-1.9	-0.9	i	47.8	-1.6	4.4	5.9
Fc1ccc(CNC(=S)Nc2ccc(OC(F)F)cc2)cc1	-1.6	-11.8	.	0.4	-1.1	i	.	-0.4	1.9	-1.6
CCN(CCCNC(=O)C1CCN(S(=O)(=O)N2CCC3(CC2)OCCO3)CC1)c1ccccc1	4.7	9.9	8.4	-5.3	0.0	i	6.4	1.2	3.2	-3.4
CN(C(=O)Cc1c[nH]c2ccccc12)C(C(=O)Nc1ccc2c(c1)OCO2)c1ccccc1 (centres undefined)	1.9	12.7	13.3	-4.0	-0.1	i	39.4	3.2	4.6	6.3
O=C(NN1C(=O)c2ccccc2NC1c1cccnc1)c1ccc([N+](=O)[O-])cc1 (centres undefined)	0.6	31.6	1.9	-2.8	-2.1	i	-13.8	-0.5	-7.2	3.3
CC(=O)Nc1ccc(C(O)(C(F)(F)F)C(F)(F)F)cc1	-0.8	22.5	1.5	2.8	1.9	i	2.7	0.6	-3.5	5.4
O=C(c1ccc(OC2CCN(Cc3ccccc3O)CC2)cc1)N1CCCCC1	-3.3	25.2	-3.2	-0.6	-0.5	i	4.9	-1.2	5.5	-3.9
COc1ccc(CCn2c(=N)c(C(=O)NCC3CCCO3)cc3c(=O)n4cccc(C)c4nc32)cc1 (centres undefined)	-0.5	12.8	-4.6	.	-1.2	i	-3.7	2.8	6.5	8.0
O=c1[nH]c(-c2ccc(O)cc2)nc2scc(-c3cccs3)c12	0.0	3.3	22.8	-3.1	.	i	35.4	-1.9	-2.2	2.3
Cc1ccc(NC(=O)c2cc(S(=O)(=O)N3CCc4ccccc43)cn2C)cc1C	0.8	50.2	8.6	2.4	-1.3	i	11.8	-0.5	-18.9	10.2
Cc1ccc2c(cnn2C(=O)CCC(=O)NC2CCCCC2)c1	-3.3	2.4	-8.5	1.9	0.5	i	-15.2	2.0	-2.8	8.9
COC(=O)C1CCN(C(=O)c2ccc(NC(C)=O)cc2)CC1	0.6	6.8	-6.8	-3.2	.	i	2.8	2.8	0.7	-2.7

High-throughput results from PubChem.
